sPLA2-III inh: Inhibits HGIII-sPLA2 liposome hydrolysis, primary screen | Q9NZ20 | inhibition, % at 12.2 µM | hit rate 0.56% among 370,000 | AID 743126 | QFRET BODIPY PC-A2 liposome hydrolysis, fluorescence;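 active means inhibition above mean plus 3 SD of compounds lying within the high and low control bounds, cut at about 19% in these data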;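 further: 0% = median of test compound wells and 100% = no enzyme DMSO wells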
Target sequence (Q9NZ20 whole entry, looked up): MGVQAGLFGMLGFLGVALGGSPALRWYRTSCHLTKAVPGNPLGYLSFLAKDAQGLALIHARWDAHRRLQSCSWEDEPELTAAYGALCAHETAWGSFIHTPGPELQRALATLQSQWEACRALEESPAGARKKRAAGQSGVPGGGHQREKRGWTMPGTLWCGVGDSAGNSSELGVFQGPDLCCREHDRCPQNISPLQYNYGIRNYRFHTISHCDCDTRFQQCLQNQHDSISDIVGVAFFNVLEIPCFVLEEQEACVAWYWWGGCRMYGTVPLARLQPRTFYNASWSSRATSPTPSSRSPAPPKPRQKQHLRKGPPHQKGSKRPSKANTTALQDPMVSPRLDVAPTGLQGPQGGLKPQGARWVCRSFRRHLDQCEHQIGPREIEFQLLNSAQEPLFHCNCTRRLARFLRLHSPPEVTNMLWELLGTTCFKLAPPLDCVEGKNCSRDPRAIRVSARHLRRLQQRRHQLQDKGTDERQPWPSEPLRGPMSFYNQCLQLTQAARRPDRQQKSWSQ
hcDAF12 agonist: H. contortus DAF-12 activation, primary screen; activation, % at 6.8 µM; hit rate 1.4% among 370,000; HEK293 hcDAF-12 lit1-tk-luc reporter, luminescence; 0% DMSO, 100% Δ7-dafachronic acid;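 active means activation above the mean of all tested compounds plus 3 SD, cut at about 5.5% in these data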;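 further: 100% = response to 3 µM Δ7-dafachronic acid high control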
ssDAF-12 act: activates DAF-12 receptor from parasite S. stercoralis. hit rate 1% among 370,000. activation, % at 6.8 µM. HEK293 ssDAF-12/GRIP1 lit1-tk-luc reporter, luminescence; % of 3 µM dafachronic acid response;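 active means activation above the mean over all tested compounds plus 3 SD, cut at about 0.9% in these data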;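 further: 0% = DMSO-only wells and 100% = 3 µM delta7-dafachronic acid wells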
PLC-gamma1 inh: blocks human PLC-gamma1 enzyme activity. inhibition, % at 12.2 µM. hit rate 0.84% among 370,000. purified PLC-gamma1, fluorogenic substrate, fluorescence. P19174. AID 720700; in the data active means inhibition above about 9.5%
ADAM10 inh: inhibitors of human ADAM10; recombinant ADAM10, EDANS/DABCYL FRET peptide cleavage, 3 h; O14672; hit rate 0.62% among 370,000; inhibition, % at 7 µM;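 active means inhibition above a per-campaign cutoff equal to the mean of compounds falling between control-based bounds plus 3 SD, cut at about 20% in these data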;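 further: 0% = DMSO wells while the 100% control is not disclosed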
PLC-beta3 inh: blocks human PLC-beta3 enzyme activity | Purified PLC-beta3, fluorogenic substrate, fluorescence | inhibition, % at 12.2 µM | hit rate 0.18% among 370,000 | AID 720704; in the data active means inhibition above about 11%;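 further: 0% = median of compound wells on plate and 100% = full blocker control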
DAX1 inh-1: inhibitors of human orphan nuclear receptor DAX1 (NR0B1); P51843; HEK293 Gal4-DAX1 luciferase reporter, luminescence; inhibition, % at 6.75 µM; hit rate 0.99% among 340,000; AID 504766;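 active means inhibition above the mean over all tested compounds plus 3 SD, cut at about 4.2% in these data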;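 further: 0% = DAX1-transfected cells with DMSO and 100% = empty-vector control cells with DMSO; inhibition shows as a rise in luminescence from relieved DAX1 repression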
Target sequence (P51843 207-470 limits assumed): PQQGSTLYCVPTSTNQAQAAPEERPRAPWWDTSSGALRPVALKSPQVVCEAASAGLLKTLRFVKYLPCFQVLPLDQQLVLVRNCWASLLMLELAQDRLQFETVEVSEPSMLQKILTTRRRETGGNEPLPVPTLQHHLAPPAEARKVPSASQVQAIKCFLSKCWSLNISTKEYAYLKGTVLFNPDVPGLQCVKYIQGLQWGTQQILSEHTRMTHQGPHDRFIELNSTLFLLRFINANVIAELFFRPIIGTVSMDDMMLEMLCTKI
ADAM17 inh: inhibits human ADAM17. P78536. recombinant ADAM17, EDANS/DABCYL FRET peptide cleavage. inhibition, % at 6.95 µM. hit rate 0.83% among 370,000. AID 720648;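 active means inhibition above the mean of compounds lying between control limits plus 3 SD, set per campaign, cut at about 8.5% in these data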;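 further: 0% = DMSO-only wells as the low control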
DAX1 inh-2: blocks DAX1 repression of SF-1 activated StAR promoter | HEK293T StAR-luciferase reporter, SF-1/DAX-1 repression relief | inhibition, % at 6.8 µM | hit rate 1.1% among 370,000 | AID 652010;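 active means inhibition above the mean over all tested compounds plus 3 SD, cut at about 3.6% in these data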;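 further: 0% = DAX-1 cells with DMSO and 100% = cells lacking DAX-1 with DMSO; higher inhibition means more luminescence from relief of DAX-1 repression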
hgDAF-12 ag: agonists of H. glycines DAF-12 nuclear receptor; HEK293 GAL4-hgDAF12 UAS-luciferase reporter, agonist luminescence; normalized to butyrate control; activation, % at 6.8 µM; hit rate 1.8% among 370,000;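 active means activation above a cutoff set at the mean of all screened compounds plus 3 SD, cut at about 10% in these data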;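 further: 0% = DMSO wells and 100% = sodium butyrate wells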
FXN GAA850 act: activators of GAA850 frataxin (FXN) promoter | HEK293 lucGAA850 FXN promoter luciferase reporter, 24 h; percent of 10 µM SAHA response | hit rate 0.56% among 360,000 | AID 540364 | activation, % at 6 µM;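 active means activation above the average of all compounds screened plus 3 SD, cutoff fixed separately per campaign, cut at about 7.5% in these data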;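 further: 0% = DMSO wells and 100% = 10 µM SAHA wells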
* marks the source's active call; other numbers are inactive results; i = inactive; / = not tested or not shown.

SMILES	sPLA2-III inh	hcDAF12 agonist	ssDAF-12 act	PLC-gamma1 inh	ADAM10 inh	PLC-beta3 inh	DAX1 inh-1	ADAM17 inh	DAX1 inh-2	hgDAF-12 ag	FXN GAA850 act
CC(C)(C)OC(=O)N[C@@H](Cc1ccccc1)c1nnc(SCC(=O)c2ccc(Cl)cc2)o1	-6	-0.5	-1.5	1	-5	5	-1.0	2	-0.2	3.8	-1.7
c1ccc(-c2ccc(-c3ccncn3)cc2)cc1	-2	-0.1	0.5	-15	-148	-23	2.9	-59	1.8	12*	2.0
O=S(=O)(c1ccc(S(=O)(=O)N2CCCN(Cc3ccccc3)C2)cc1)N1CCCCCC1	1	-2.1	-1.9	4	-1	3	0.0	-5	-0.6	-2.7	0.1
O=C(CNC(=O)c1cccc(OC(F)F)c1)OCC(=O)c1ccccc1	-3	1.2	-1.7	3	-6	-5	-0.4	-2	2.1	-2.8	-1.2
CCOc1ccc(C(=O)N2CCN(C(=O)c3ccco3)CC2)cc1OCC	1	0.1	-1.6	0	-6	-2	0.2	-3	1.1	-2.9	3.0
O=C1CCCc2c1[nH]c1ccc(Br)cc21	-6	-1.0	-1.4	-2	-15	-5	2.2	-2	-0.3	-0.8	2.9
CCc1noc(C)c1C(=O)Nc1cc(Cl)ccc1-n1cncn1	0	1.1	-0.2	-1	-4	-4	0.3	-7	-2.0	-0.3	1.9
C=CCOC(=O)N[C@@H](c1cccc(OC)c1)[C@@H](C)/C=C/CC(=O)O	5	0.2	-1.2	0	-5	-2	/	-3	0.1	-3.1	/
Cc1ccc(C(=O)NCC(=O)OCCCOC(=O)CNC(=O)c2ccc(C)c(C)c2)cc1C	-6	-0.9	-0.9	2	-6	-6	-0.7	-1	1.0	2.0	1.0
O=C(Nc1ccc2c(c1)OCO2)C1CC1(Cl)Cl (centres undefined)	2	1.3	-0.5	-1	-13	-5	0.0	-2	2.8	6.6	3.9
S=C(NCCc1ccccc1)Nc1ccc(Br)cc1	-10	-1.6	-0.7	2	5	-3	0.0	5	0.0	4.2	5.1
COC(=O)c1ccccc1NC(=O)Cn1cnc([N+](=O)[O-])c1	2	0.3	-1.5	4	0	-7	0.4	-1	0.6	1.2	0.5
COCCOCC(O)CN1CCN(c2ccccc2)CC1 (centres undefined)	3	-0.9	-1.2	-1	-12	0	0.7	-6	0.6	-0.8	2.2
Cc1csc(NC(=O)CCNC(=O)c2ccc([N+](=O)[O-])cc2)n1	-3	-0.3	-0.3	2	-3	4	0.3	-2	-0.6	-1.9	-1.3
CCN(CC(=O)NCCc1ccccc1)S(=O)(=O)c1ccc(Br)cc1	0	-1.3	-1.3	2	9	2	0.3	-1	0.1	-4.8	-1.0
O=C(NCc1cccnc1)c1ccc(COc2ccccc2Cl)o1	3	-1.4	-1.8	3	3	5	1.5	-1	-1.4	-5.4	-0.3
CC(=O)Nc1ccc(C(=O)Nc2nc(-c3cccnc3)cs2)cc1	-2	-1.9	-1.8	-8	-11	-11	0.5	-5	0.2	5.3	0.5
COc1ccc(C(=O)NNC(=O)Nc2ccc(C)cc2)cc1	-2	-0.7	-1.6	2	-6	1	-1.0	1	0.4	-1.4	0.1
O=c1c2cnn(-c3ccccc3)c2ncn1CCc1ccccc1	9	4.8	-1.2	-2	-2	-1	1.8	-2	0.6	4.2	2.3
O=C(NC(Cc1ccccc1)C(=O)NCc1ccccn1)c1ccco1 (centres undefined)	-5	0.2	-1.1	1	-3	2	0.3	-1	-0.8	-0.6	-1.1
O=C(COC(=O)c1cccc(O)c1)Nc1nnc(-c2ccccc2)o1	-2	-0.3	-1.0	0	-12	-6	0.7	-1	1.0	2.5	0.4
O=C(O)c1ccccc1C(=O)Nc1ccc(-n2nc(C(F)(F)F)cc2C(F)(F)F)cc1	13	-1.5	-1.2	0	0	-7	/	-2	-0.6	-1.4	-0.8
COc1ccc(-c2ccc(-c3noc(-c4ccccc4C)n3)c(OC)n2)cc1	-10	-2.2	-0.8	-74	-160	-81	-0.3	-59	0.2	0.5	1.8
CCC(=O)Nc1nc2nc(-c3ccccc3)cc(-c3ccccc3)n2n1	1	-0.9	-1.1	-22	-109	-33	-0.1	-30	0.0	-2.4	1.2

7 compounds out of the list, arranged by SMILES length, ascending.
SMILES	sPLA2-III inh	hcDAF12 agonist	ssDAF-12 act	PLC-gamma1 inh	ADAM10 inh	PLC-beta3 inh	DAX1 inh-1	ADAM17 inh	DAX1 inh-2	hgDAF-12 ag	FXN GAA850 act
COCCOCC(O)CN1CCN(c2ccccc2)CC1 (centres undefined)	3	-0.9	-1.2	-1	-12	0	0.7	-6	0.6	-0.8	2.2
O=C(NC(Cc1ccccc1)C(=O)NCc1ccccn1)c1ccco1 (centres undefined)	-5	0.2	-1.1	1	-3	2	0.3	-1	-0.8	-0.6	-1.1
CC(=O)Nc1ccc(C(=O)Nc2nc(-c3cccnc3)cs2)cc1	-2	-1.9	-1.8	-8	-11	-11	0.5	-5	0.2	5.3	0.5
CCN(CC(=O)NCCc1ccccc1)S(=O)(=O)c1ccc(Br)cc1	0	-1.3	-1.3	2	9	2	0.3	-1	0.1	-4.8	-1.0
Cc1csc(NC(=O)CCNC(=O)c2ccc([N+](=O)[O-])cc2)n1	-3	-0.3	-0.3	2	-3	4	0.3	-2	-0.6	-1.9	-1.3
COc1ccc(-c2ccc(-c3noc(-c4ccccc4C)n3)c(OC)n2)cc1	-10	-2.2	-0.8	-74	-160	-81	-0.3	-59	0.2	0.5	1.8
O=C(O)c1ccccc1C(=O)Nc1ccc(-n2nc(C(F)(F)F)cc2C(F)(F)F)cc1	13	-1.5	-1.2	0	0	-7	/	-2	-0.6	-1.4	-0.8

Remaining list, next part:
SMILES	sPLA2-III inh	hcDAF12 agonist	ssDAF-12 act	PLC-gamma1 inh	ADAM10 inh	PLC-beta3 inh	DAX1 inh-1	ADAM17 inh	DAX1 inh-2	hgDAF-12 ag	FXN GAA850 act
Cc1ccc(CCNC(=O)CCNS(=O)(=O)c2ccc3c(c2)c(=O)n(C)c(=O)n3C)cc1	-7	-1.4	-1.3	1	-4	2	0.0	0	-0.7	1.0	-1.4
CC1(C)CC(=O)N(c2cccc(C(F)(F)F)c2)C(=O)C1	2	2.1	-1.4	-2	-3	0	1.0	-2	0.9	1.0	-0.9
Cc1cccnc1NC(=O)c1ccc([N+](=O)[O-])o1	-1	0.2	-0.8	-28	-270	-29	-0.8	-85	-1.6	0.9	1.5
CCSc1nnc(-c2ccccc2SC)o1	4	0.0	-0.6	-4	-14	-3	0.4	-9	-0.2	-0.8	2.9
CCCCn1c(Cl)nc2c1c(=O)n(C)c(=O)n2C	-2	-1.1	-1.4	1	5	1	-0.4	0	0.2	0.6	1.1
O=C(COC(=O)C(O)C(O)C(=O)OCC(=O)c1ccc(C(F)(F)F)cc1)c1ccc(C(F)(F)F)cc1 (centres undefined)	2	-0.3	-1.0	1	4	-1	/	1	-0.4	2.3	1.7
Cc1ccnc(SCC(=O)c2cc3ccccc3o2)n1	-23	0.9	-1.1	6	1	-4	0.4	-1	0.6	1.5	3.1
S=C(NCCCc1cnc[nH]1)NCCCN(Cc1ccccc1)c1ccc(Br)cn1	-2	-2.1	-2.1	4	-8	1	/	-3	-9.4	-5.2	1.7
COc1ccc(OC)c(C2C(C(=O)N(C)C)=C(C)Nc3nc4ccccc4n32)c1 (centres undefined)	12	-1.3	-1.2	-11	-13	-11	1.3	-4	0.0	-0.7	-0.4
COc1ccc(-c2cc(=O)oc3cc(OCC(=O)N4C[C@H]5C[C@@H](C4)c4cccc(=O)n4C5)ccc23)cc1	-6	0.2	-1.2	-49	-52	-79	0.6	-14	-1.3	-2.0	1.6
O=C(CCCCn1c(=O)c2ccccc2n(Cc2ccc(Cl)cc2)c1=O)NCc1ccco1	1	-1.2	-1.1	4	14	3	0.7	2	0.1	0.9	-2.5
COc1ccc(Br)cc1-c1nc(C)c(C(C)=O)n1O	-1	1.9	-0.1	-3	-11	-3	0.3	-5	0.1	-1.1	2.2
Nc1nc(NCCc2ccccc2)nc(NCCO)c1[N+](=O)[O-]	3	0.6	-1.4	5	-6	0	0.5	1	0.2	0.6	1.5
Cc1ccc(CNC(=O)CN(C(=O)C2(C)CC(=O)N=C3C=CC=CN32)c2ccc(F)cc2)cc1 (centres undefined)	9	-1.3	-0.8	-77	i	-128	0.7	-250	0.0	-1.4	0.2
COc1ccc(CCN2CC(C(=O)OC(C)C(=O)Nc3cccc(Cl)c3)CC2=O)cc1OC (centres undefined)	5	-0.5	-0.8	1	-11	-10	-0.6	0	-0.8	-0.4	-0.9
CC(=O)NC(CSc1cc(C)nc2ccc(Br)cc12)C(=O)O (centres undefined)	-1	-0.3	-0.6	-3	3	-7	-0.6	-1	0.4	0.8	1.2
Cc1oc2c(C)c3oc(=O)c(CCC(=O)N[C@@H](CC(C)C)C(=O)O)c(C)c3cc2c1C	2	0.4	-0.7	-453	-277	i	0.8	-114	0.2	-3.7	1.1
O=c1c2ccccc2nc(/C=C/c2ccc([N+](=O)[O-])o2)n1CCCO	3	-1.1	-1.0	-18	14	-27	-3.1	-1	-4.3	-7.3	-9.6
CC1(C)Oc2ccc(C(=O)NCCCN3CCCC3)cc2NC1=O	4	1.8	-1.3	5	2	2	/	1	0.9	-1.5	/
CCN(CC)c1cc(-c2ccccc2)ncn1	12	-0.9	-1.1	0	-12	-2	0.0	-1	-0.3	-1.4	1.1
NS(=O)(=O)c1cc(C(=O)NCC2CCCCC2)ccc1Cl	0	-0.3	-0.7	2	5	4	0.8	4	0.4	1.1	-1.2
CCOc1ccc(NC(=S)N2CCCC2)cc1	5	0.4	-0.5	-2	-6	-8	1.3	-4	0.9	4.2	2.6

Source: PubChem (The Scripps Research Institute Molecular Screening Center)

The order is random; any-hit rate near 6.9%.
